# hgDAF-12 ag: agonists of H. glycines DAF-12 nuclear receptor; 370,000 tested, 1.8% active; AID 687014; HEK293 GAL4-hgDAF12 UAS-luciferase reporter, agonist luminescence; normalized to butyrate control; activation, % at 6.8 µM;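 active = activation above a cutoff set at the mean of all screened compounds plus 3 SD, cut at about 10% in these data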;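 also: 0% = DMSO wells and 100% = sodium butyrate wells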
# NR1D1 modulator: modulators of human Rev-erb alpha DNA binding; Rev-erbα–FITC-DNA binding, fluorescence polarization, 90 min; activity, % at 10 µM; 370,000 tested, 0.79% active; AID 1259318;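 active = activity above about 14%, limit read from the data; passing the limit was not always enough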;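 also: 0% = DMSO wells with 35 nM protein and 100% = DMSO wells with 750 nM protein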
# SMARCA2 activ: activators of SMARCA2 function | MG213 cells, MMTV-luciferase reporter, dexamethasone, overnight | activation, % at 9.1 µM | 370,000 tested, 1% active | AID 652017; in the data active = activation above about 7.8%;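 also: 0% = vehicle wells and 100% = reference activator wells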
# DAX1 inh-1: blocks DAX1 repression of SF-1 activated StAR promoter. 370,000 tested, 1.1% active. AID 652010. inhibition, % at 6.8 µM. HEK293T StAR-luciferase reporter, SF-1/DAX-1 repression relief;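 active = inhibition above the mean over all tested compounds plus 3 SD, cut at about 3.6% in these data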;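 also: 0% = DAX-1 cells with DMSO and 100% = cells lacking DAX-1 with DMSO; higher inhibition means more luminescence from relief of DAX-1 repression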
# PLCg1 inh: blocks human PLC-gamma1 enzyme activity. P19174. purified PLC-gamma1, fluorogenic substrate, fluorescence. inhibition, % at 12.2 µM. 370,000 tested, 0.84% active. AID 720700; in the data active = inhibition above about 9.5%
# DAX1 inh-2: inhibitors of human orphan nuclear receptor DAX1 (NR0B1) | inhibition, % at 6.75 µM | AID 504766 | HEK293 Gal4-DAX1 luciferase reporter, luminescence | 340,000 tested, 0.99% active | P51843;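 active = inhibition above the mean over all tested compounds plus 3 SD, cut at about 4.2% in these data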;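 also: 0% = DAX1-transfected cells with DMSO and 100% = empty-vector control cells with DMSO; inhibition shows as a rise in luminescence from relieved DAX1 repression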
# Target sequence (P51843 207-470 limits assumed): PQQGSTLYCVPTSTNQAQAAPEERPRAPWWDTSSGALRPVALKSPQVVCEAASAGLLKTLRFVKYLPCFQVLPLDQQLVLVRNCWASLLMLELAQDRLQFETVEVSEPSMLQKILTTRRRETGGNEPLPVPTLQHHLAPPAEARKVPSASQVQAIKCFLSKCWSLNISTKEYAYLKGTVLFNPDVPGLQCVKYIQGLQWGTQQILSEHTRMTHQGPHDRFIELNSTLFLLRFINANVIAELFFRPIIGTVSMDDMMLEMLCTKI
# PLCb3 inh: blocks human PLC-beta3 enzyme activity; Q01970; inhibition, % at 12.2 µM; 370,000 tested, 0.18% active; Purified PLC-beta3, fluorogenic substrate, fluorescence; AID 720704; in the data active = inhibition above about 11%;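 also: 0% = median of compound wells on plate and 100% = full blocker control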
# ssDAF12 agonist: activates DAF-12 receptor from parasite S. stercoralis. activation, % at 6.8 µM. HEK293 ssDAF-12/GRIP1 lit1-tk-luc reporter, luminescence; % of 3 µM dafachronic acid response. 370,000 tested, 1% active;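 active = activation above the mean over all tested compounds plus 3 SD, cut at about 0.9% in these data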;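 also: 0% = DMSO-only wells and 100% = 3 µM delta7-dafachronic acid wells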
# ADAM17 inh: ADAM17 inhibition, QFRET primary screen | AID 720648 | inhibition, % at 6.95 µM | recombinant ADAM17, EDANS/DABCYL FRET peptide cleavage | P78536 | 370,000 tested, 0.83% active;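 active = inhibition above the mean of compounds lying between control limits plus 3 SD, set per campaign, cut at about 8.5% in these data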;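 also: 0% = DMSO-only wells as the low control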
# MBD2 DNA inh: MBD2-methylated oligo binding inhibition. Q9UBB5. TR-FRET, MBD2 binding to methylated oligonucleotide. inhibition, % at 4.4 µM. 370,000 tested, 0.31% active. AID 686964; in the data active = inhibition above about 13%
# Target sequence (Q9UBB5 whole entry, looked up): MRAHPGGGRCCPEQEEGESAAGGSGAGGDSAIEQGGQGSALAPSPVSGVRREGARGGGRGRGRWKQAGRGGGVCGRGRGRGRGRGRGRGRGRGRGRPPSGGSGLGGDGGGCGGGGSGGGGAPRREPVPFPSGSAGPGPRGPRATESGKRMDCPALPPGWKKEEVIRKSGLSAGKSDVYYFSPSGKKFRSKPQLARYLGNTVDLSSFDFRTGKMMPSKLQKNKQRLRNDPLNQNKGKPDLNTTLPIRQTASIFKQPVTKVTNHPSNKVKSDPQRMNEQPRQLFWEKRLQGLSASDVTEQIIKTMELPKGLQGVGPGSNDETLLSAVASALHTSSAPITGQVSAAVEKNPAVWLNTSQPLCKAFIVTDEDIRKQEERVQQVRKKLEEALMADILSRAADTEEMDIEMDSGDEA
# hcDAF12 agonist: H. contortus DAF-12 activation, primary screen | 370,000 tested, 1.4% active | activation, % at 6.8 µM | HEK293 hcDAF-12 lit1-tk-luc reporter, luminescence; 0% DMSO, 100% Δ7-dafachronic acid | AID 652067;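 active = activation above the mean of all tested compounds plus 3 SD, cut at about 5.5% in these data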;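 also: 100% = response to 3 µM Δ7-dafachronic acid high control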
# An asterisk follows results filed as active; x = no result given. Not a hit list; about 7.4% have a hit in one of these screens.
SMILES,hgDAF-12 ag,NR1D1 modulator,SMARCA2 activ,DAX1 inh-1,PLCg1 inh,DAX1 inh-2,PLCb3 inh,ssDAF12 agonist,ADAM17 inh,MBD2 DNA inh,hcDAF12 agonist
COc1ccc(N2CCN(C(=O)Cn3nnc(-c4ccc(N(C)C)cc4)n3)CC2)cc1,2.5,-5,-2,-0.6,0,x,4,-1.3,0,-2,-0.2
CC(=O)Nc1ccc(C(=O)N/C(=C/c2ccccc2)C(=O)N2CCCCC2)cc1,0.9,-3,2,-0.3,0,1.5,-7,-0.9,-2,2,-0.1
Cc1ccc(N2C(=O)c3n[nH]c(C)c3C2c2cccnc2)cc1 (stereo unspecified),-0.6,-4,-4,0.5,6,-0.2,10,-0.8,7,3,-1.2
Cc1ccc([N+](=O)[O-])cc1S(=O)(=O)NCCc1c(C)[nH]c2c(C)cccc12,-0.4,5,-5,-0.5,4,-1.2,2,-1.3,-2,8,-0.5
Cc1ccc(N2CC(C(=O)Nc3nnc(C)s3)CC2=O)cc1 (stereo unspecified),0.3,1,-3,0.3,1,1.3,-2,-0.8,-2,0,1.4
NS(=O)(=O)c1ccc(CNC(=O)c2cc(S(=O)(=O)N3CCOCC3)c(Cl)cc2Cl)cc1,-1.6,1,-2,0.3,-4,0.8,-9,-0.7,3,2,0.5
CCOc1ccc(S(=O)(=O)N(C)CC(=O)N2CCCC2)cc1,-0.6,-2,-2,-0.1,-2,1.2,-7,-1.5,-3,1,-2.1
Cc1ccccc1-c1cc2nc(NCc3ccc(N(C)C)cc3)n(C)c(=O)c2s1,1.1,8,-4,-2.4,-1,x,-1,-1.2,2,4,-1.2
Nc1cc(S(=O)(=O)c2ccc(O)c(N)c2)ccc1O,3.3,-6,-2,-0.1,0,-0.6,-7,-1.8,0,-1,-1.6
O=C(N/N=C\c1cc2c(cc1[N+](=O)[O-])OCO2)c1cccs1,1.9,-4,6,1.5,3,2.9,-3,-0.5,0,-2,-0.2
CCC(=O)c1ccc(OCC(=O)Nc2cc(S(=O)(=O)N3CCCCC3)ccc2OC)cc1,-0.4,-4,-2,-2.9,1,-0.4,-3,-1.1,3,-6,-0.4
CC(C)CCn1c(CN2CCN(C(=O)c3ccco3)CC2)nc2c1c(=O)n(C)c(=O)n2C,0.7,-2,8,0.1,-2,-0.1,-1,-1.7,-3,0,-1.7
COc1ccc(NC(=O)/C(C#N)=C/c2ccc(Br)o2)cc1,2.1,-26,4,-0.5,3,0.6,0,-1.6,1,2,-1.8
COC(=O)c1c(NC(=O)CSc2nc(-c3ccco3)cc(C(F)(F)F)n2)sc2c1CCCC2,-3.2,-3,-3,0.2,0,1.0,0,-1.1,0,6,1.2
Cc1cc(-c2nnc3sc(-c4ccc(Cl)cc4Cl)nn23)n[nH]1,1.1,45*,1,0.3,1,0.7,2,-1.4,-1,-2,-0.6
COC(=O)C1=C(C)N(C)C(=NCc2ccc(C(F)(F)F)cc2)NC1c1cccc(Cl)c1 (stereo unspecified),0.3,-2,-3,-0.2,1,x,-2,0.0,-2,-2,-0.7
Cc1cc(NC(=O)c2ccc(F)cc2)n(-c2ccccn2)n1,-1.2,1,-1,-1.4,0,-0.2,0,-1.1,-2,1,-0.4
COc1cc(C(=S)N2CCOCC2)ccc1OC(=O)c1cc(OC)c(OC)c(OC)c1,0.3,8,-3,-0.3,5,-0.8,-2,-1.4,-3,-2,-0.9
COCc1nnc(SCC(=O)NC(C)c2ccccc2)n1-c1ccccc1 (stereo unspecified),-1.2,-9,0,0.5,1,2.0,7,-1.2,1,-2,2.9
CCCCSCc1[nH]c(=O)[nH]c1C(=O)CCCCC(=O)OCC,1.3,1,-2,0.7,-3,0.0,-2,-0.3,1,0,0.2
CCC(=O)c1c(NC)cc(C)oc1=O,-3.7,0,3,-0.7,3,-0.7,-1,-1.7,0,4,0.0
COc1ccc(/C=C2\CN(Cc3ccccc3)C/C(=C\c3ccc(OC)c(O)c3)C2=O)cc1O,-7.3,1,5,-2.0,-2,-3.7,-10,-1.8,1,0,-6.0
O=C1NC(=O)C2(CCCC2c2ccccc2)N1 (stereo unspecified),2.0,-5,-1,-0.8,2,1.6,-2,-0.9,1,-2,0.0
CCOC(=O)N1CCN(Cc2nc(N)nc(Nc3ccc(C)cc3C)n2)CC1,-1.5,-4,-1,-0.3,-1,-0.3,-6,-0.8,-6,-2,-1.5
CC(C)CCNC(=O)C1CCCCN1S(=O)(=O)c1ccc(F)cc1 (stereo unspecified),-1.2,-2,-2,-0.5,-1,-0.6,0,-1.4,-1,0,-1.8
CC(C)(C)NC(=O)/C(=C/c1ccco1)c1ccccc1,-0.9,-4,1,-0.5,1,0.0,-2,-0.9,2,0,-1.9
C=CC[C@@H](CC(=O)N[C@H](CO)Cc1ccccc1)C(=O)N[C@@H](COC(=O)[C@@H](CC=C)CC(=O)OC(C)(C)C)Cc1ccccc1,-0.2,-3,-4,-1.1,1,-0.3,0,-1.9,4,-4,-1.3
CCN(CC(=O)NCc1cccs1)C(=O)/C=C/c1ccc(OC)cc1OC,-2.2,1,1,0.3,0,-0.7,-7,-1.0,-8,-1,-0.4
COc1ccccc1/C=N/Nc1cc(C)nc2ccc(C)cc12,1.0,-3,-2,0.3,-39,0.5,-57,-1.6,-86,1,-0.9
Cc1ccc(O)c(Sc2cc(C)ccc2O)c1,-1.3,-7,1,-1.1,2,-0.4,-1,-1.4,4,2,1.6
CCOC(=O)c1cc(S(=O)(=O)NC2CCN(C(=O)OCC)CC2)cn1C,-3.1,2,-4,-0.8,2,-1.0,-1,-1.1,1,-4,-2.7
O=C(CCCCC(=O)Nc1ccc(F)cc1)Nc1ccc(F)cc1,-0.9,-1,5,-0.3,2,0.0,1,-0.6,-4,1,-1.4
CC(C)(C)OC(=O)NCCOC(=O)c1[nH]cnc1C(=O)NCc1ccccc1,-0.3,-1,-2,0.2,5,-0.3,10,-1.7,11*,-1,-1.1
CCN(CCN(C)C)C(=O)Cn1ncc2c1-c1cc(C)ccc1OC2,1.9,3,3,-0.2,2,5.6*,4,-0.6,3,-9,-0.5
COc1ccc(CNCCC(c2ccccc2)c2ccc(OC(C)C)cc2)cc1OC (stereo unspecified),-2.4,7,-3,0.2,11*,-0.7,7,-1.4,-1,-5,-1.9
Cn1c(=O)c(C(=O)Nc2ncccn2)c(O)c2ccccc21,6.4,-2,3,1.0,1,1.3,0,2.2*,-7,-2,9.9*
COc1cccc(-c2nnc(SCC(=O)Nc3cccc4ccccc34)n2Cc2ccco2)c1,-2.1,2,-4,-1.8,5,x,-5,-1.7,6,3,-3.1
COCCNC(=O)C(c1ccc(C)cc1)N(C(=O)CCC(=O)Nc1ccccn1)c1ccccc1C (stereo unspecified),-1.5,1,-2,-0.3,0,0.1,-6,-1.5,-2,4,3.1
COCCN(Cc1cc2cccc(C)c2n2nnnc12)C(=O)C(F)(F)F,1.1,1,-1,0.6,-5,0.3,-3,-1.4,-4,-2,-0.9
CCc1nnc(/N=C/c2c(O)n(-c3ccc(Cl)cn3)c(=O)c3ccccc23)s1,2.0,-4,-2,-0.3,-91,0.2,-105,-1.2,-22,-2,-0.1
COC(=O)CCC(=O)OC1(C)C(=O)C=C2C=C(C3CC3)N(CC3CC3)C=C2C1=O (stereo unspecified),0.3,-2,1,-0.5,-47,1.5,-74,-1.5,-13,-4,-1.2
COc1ccc2c(c1)[C@@H](NC(=O)c1ccncc1)[C@@H]1Cc3ccccc3[C@H]21,1.0,-1,-4,1.4,2,x,4,-0.8,-1,1,0.4
CC1(NS(=O)(=O)c2ccc(Cl)s2)CCS(=O)(=O)C1 (stereo unspecified),1.6,-1,-1,-0.8,3,-0.9,2,-0.7,0,-2,0.1
COC(=O)CN1C(=O)[C@H]2[C@@H](c3ccc(C)o3)N3C(=O)CN(CCO)C(=O)[C@@]3(C)[C@H]2C1=O,0.3,-7,1,-0.4,-1,1.6,-1,-1.2,-4,1,-0.9
C[C@@H]1CCCCO[C@@H](CN(C)CC2CCCCC2)[C@@H](C)CN([C@H](C)CO)C(=O)c2cc(NS(=O)(=O)c3ccc(Cl)cc3)ccc2O1,-4.1,-1,-7,0.5,2,-0.4,2,0.0,2,-5,0.6
CC(=O)N1c2ccccc2S(=O)(=O)c2ccccc21,-1.5,5,-1,0.3,5,0.9,0,-1.4,2,-2,0.1
COc1ccc(-c2nc(CS(=O)CC(=O)NCCCN3CCCC3)c(C)o2)cc1OC (stereo unspecified),2.5,3,-5,1.0,0,-0.1,-1,-1.8,-6,6,0.4
COC(=O)[C@@H]1CCCN1Cc1c(C(=O)N2CCCCC2)nc2c(C)cccn12,4.8,5,-1,0.2,-2,0.3,-4,-0.2,-3,-2,2.3
CCCCn1c(N)c(N(CCOC)C(=O)C2CCN(C(=O)c3ccccc3C)CC2)c(=O)[nH]c1=O,-2.8,1,0,-0.6,-4,-0.7,-2,-1.2,-1,-6,-1.2
Cc1cc(NS(=O)(=O)c2ccc(NC(=O)c3ccccc3C)cc2)no1,1.8,5,-2,0.2,-4,-0.3,-9,-0.6,-6,11,2.0
CC(NCC(c1ccco1)N1CCCCC1)C(=O)NC1CCCC1 (stereo unspecified),3.2,2,-3,0.1,-7,0.9,-44,-1.6,-10,2,-1.6
O=C(Cn1nc(C(F)(F)F)c2c1CCC2)N1CCN(c2ccccc2)CC1,0.7,-3,-2,0.0,-3,0.1,-1,-1.2,-4,7,-0.1
COC(=O)[C@@]12C[C@@H](CC(=O)N3CCC(c4ccccc4)CC3)C(=O)N(Cc3ccc4c(c3)OCO4)C1=CCC(C)(C)C2,-2.0,5,-5,-0.1,-1,x,-2,-1.1,2,-2,-2.2
CC1(C)CC(=O)C2=C(C1)c1c(ccc3ccccc13)NC2c1ccc(Br)o1 (stereo unspecified),0.3,-2,0,-0.2,-40,0.6,-44,-0.8,-18,2,1.0
COCCNc1nc(Oc2ccccc2)c2sccc2n1,0.1,-5,-4,-1.6,-6,x,-6,-1.1,-20,1,-2.9
COCc1c(Br)c(C)nc(OCC(=O)N/N=C/c2ccc(C)o2)c1C#N,2.6,0,-4,-0.5,0,-0.1,-4,-1.6,-7,5,-1.9
COCCNC(=O)COC(=O)c1[nH]c(C)c(C(C)=O)c1C,0.7,-6,2,0.5,0,0.0,0,-0.1,-1,0,-1.2
CN(C(=O)c1ccc2c(=O)n3c(nc2c1)CCCCC3)c1ccccc1Cl,-1.9,-2,0,1.2,-1,-0.1,-7,-1.6,-3,0,-1.5
Clc1ccc(Nc2nc(-c3cccs3)cs2)nc1,20*,4,-2,5.9*,-12,2.0,-20,1.8*,3,11,13*
CCn1cc(C(=O)NCCCOC)c(=O)c2cc(S(=O)(=O)N(C)C3CCCCC3)ccc21,-1.6,-3,-3,-1.1,0,2.1,2,-1.4,-2,9,-2.5

# Compound activity (PubChem BioAssay)
